Screening results (PubChem BioAssay)
CHT block: inhibits the human high affinity choline transporter; Q9GZV3; CHT-expressing cells, membrane potential dye, choline response; stronger effect = lower value; B-score at 10 µM; 310,000 tested, 0.86% active; AID 488975;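 active = B-score over 3 SD under the library average, and starting fluorescence ratio not unusually high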;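 also: choline stimulus applied at its EC90 after an EC20 pre-addition; B-score computed on integrated fluorescence ratio after choline addition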
Target sequence (Q9GZV3 whole entry, looked up): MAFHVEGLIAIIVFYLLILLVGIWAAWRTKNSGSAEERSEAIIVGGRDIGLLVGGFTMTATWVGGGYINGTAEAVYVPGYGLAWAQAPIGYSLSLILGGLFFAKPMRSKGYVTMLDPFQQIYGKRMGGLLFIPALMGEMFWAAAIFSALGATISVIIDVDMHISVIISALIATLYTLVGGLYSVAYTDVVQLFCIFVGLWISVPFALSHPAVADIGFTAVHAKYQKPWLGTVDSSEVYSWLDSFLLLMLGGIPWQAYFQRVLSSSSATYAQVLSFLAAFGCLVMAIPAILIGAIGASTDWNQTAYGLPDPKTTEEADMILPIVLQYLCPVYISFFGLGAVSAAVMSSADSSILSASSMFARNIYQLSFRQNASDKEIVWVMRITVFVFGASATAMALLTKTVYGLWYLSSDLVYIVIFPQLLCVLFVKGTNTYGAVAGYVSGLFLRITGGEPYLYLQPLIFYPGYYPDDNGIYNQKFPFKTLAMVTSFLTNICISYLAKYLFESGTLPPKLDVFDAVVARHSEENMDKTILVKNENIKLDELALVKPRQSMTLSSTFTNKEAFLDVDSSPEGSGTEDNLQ
An asterisk follows results filed as active; i = inactive. Some of the compounds tested (hit frequency here may not be typical).

SMILES	CHT block
N#CC(C#N)=C1C=CC=CN1/C(=C\c1ccco1)C(=O)c1ccc(Cl)cc1	i
COc1c(S(=O)(=O)N2CCCCC2)ccc2c(S(=O)(=O)N3CCCCC3)cccc12	i
CCCCC/C=C\C/C=C\C/C=C\CCCCC(=O)O	i
CCSc1nc2ccccc2n1S(=O)(=O)c1ccccc1	i
OC(CCN1CCCCC1)(c1ccccc1)C1C[C@@H]2C=C[C@H]1C2 (some centres undefined)	i
O=C(Oc1ccc(-c2nccc(-c3ccccn3)n2)cc1)c1cccc(C(F)(F)F)c1	i
CCCn1c(C)cc(C(=O)CN2C(=O)c3cccc(N)c3C2=O)c1C	i
CCOC(=O)c1nc2nc(C)c(Cl)c(=O)n2[nH]1	i
CCOC(=O)[C@H]1[C@H]2COc3cc(OC)ccc3[C@@H]2N2C(=O)c3ccc(F)cc3NC(=O)[C@@]12C	i
COc1ccc2c(c1)[C@H]1[C@H](CO2)[C@H](c2ccccc2)[C@]2(C)C(=O)Nc3cc(F)c(F)cc3C(=O)N12	i
CC1(C)CC(=O)c2cnc(NCc3ccco3)nc2C1	i
Cc1cc(O)cc2c1O[C@@](C)(CCC[C@@H](C)CCC[C@@H](C)CCCC(C)C)CC2	i
O=c1c2ccccc2nc2n1CCc1c-2[nH]c2ccccc12	i
O=c1oc2c(CN3CCCCC3)c(O)ccc2c2c1CCCCC2	i
COc1c(F)c(F)c(C(=O)Nc2ccc(NC(=O)c3ccco3)cc2)c(F)c1F	i
O=C(CNC(=O)Cn1ccc2ccccc2c1=O)NCCCN1CCCCCC1	i
CCCOc1ccc(/C(O)=C2/C(=O)C(=O)N(CCN(C)C)C2c2ccncc2)cc1 (centres undefined)	i
COC(=O)c1ccc(CSc2nc3c(cnn3-c3ccc(C)c(C)c3)c(=O)[nH]2)o1	i
C[C@@H]1NC(=O)c2cc([N+](=O)[O-])cc(I)c2NCC[C@@H](C(N)=O)NC(=O)[C@H](CC(N)=O)NC1=O	i
COc1ccc(OCCSc2nnc(-c3ccoc3C)n2C)cc1	i
CCC(=O)OCCNc1cc(Sc2nc3ccccc3[nH]2)c2nonc2c1[N+](=O)[O-]	i
COc1ccc(-c2nnn(CC#N)n2)cc1OC	i
CCc1nnc(N2C(=O)c3cccc4cccc(c34)C2=O)s1	i
CCN(CC)c1ccc(NC2=C(Cl)C(=O)c3ccccc3C2=O)cc1	i
COc1ccc2c3n([n+]([O-])c2c1)CCN=C3c1ccc(C)cc1	i
CC1CC(C)(C)CC2(C1)NC(=S)N(c1ccccc1)N2 (centres undefined)	i
C=CCn1c(=N)c(C(=O)OCC)cc2c(=O)n3cccc(C)c3nc21	i
CC1CCCC(C)N1C(=O)c1cccc2c1-c1ccccc1/C2=N/O (centres undefined)	i
CCOC(=O)Cc1csc(SCc2nc3sc4c(c3c(=O)[nH]2)CCC4)n1	i
CC(C)(C)c1csc(NC(=O)Cn2c(=O)oc3ccccc32)n1	i
Cc1noc(C)c1S(=O)(=O)N(CC(=O)Nc1ccc2c(c1)OCO2)c1ccc(C(C)C)cc1	i
O=C(CSc1nc2ccccc2o1)c1cc2ccccc2oc1=O	i
ClC(Cl)(c1nnnn1-c1ccccc1)c1nnnn1-c1ccccc1	i
CCC(=O)N1CCc2cc(S(=O)(=O)NCCC(=O)N3CC=C(c4ccccc4)CC3)ccc21	i
O=C(O)C1CC(=O)N(Cc2ccc(F)cc2)C1 (centres undefined)	i
CC1=NN(C(=O)c2ccc(C)o2)C(O)(c2ccccc2)C1 (centres undefined)	i
O=C1C=C(O)c2c(O)cccc2C1=O	i
CC(=O)N1C=CN(C(C)=O)C(c2cn(C)c3ccccc23)C1c1cn(C)c2ccccc12 (centres undefined)	i
Cn1c(Cn2c(=O)sc3ccccc32)nnc1SCC(=O)N1CCCc2ccccc21	i
CSCSC1=C(C#N)C(c2ccc(Cl)cc2)C(C(C)=O)=C(C)N1 (centres undefined)	i
CCOC(=O)CNC(=O)c1nn(-c2ccc(OCC)cc2)c(=O)c2ccccc12	i
CCOC(=O)N1CCN(c2cc(=O)n(-c3ccc(OC)cc3)c(=O)[nH]2)CC1	i
OC[C@H]1O[C@@H](n2cnc3c(NC4CCCC4)nc(Cl)nc32)[C@H](O)[C@@H]1O	i
COc1ccc(C2C(C(=O)NCc3ccccn3)c3cc(OC)c(OC)cc3C(=O)N2C)cc1 (centres undefined)	i
Cc1ccc(N/N=C(\Cc2nc3ccccc3[nH]2)c2ccccc2)cc1	i
CC(=O)[C@H]1[C@H]([C@H](O)[C@H](O)CO)O[C@](O)(C(=O)O)C[C@@H]1O	i
Nc1ccc(C(=O)NCC(=O)O)cc1	i
C=CCNC(=S)N/N=C/c1ccc(C)c([N+](=O)[O-])c1	i
Cc1cc(NC(=O)CSc2nnc(-c3c[nH]c4ccccc34)n2-c2ccc(F)cc2)no1	i
Cc1ccc2cc(CCNS(=O)(=O)c3ccc(F)cc3)c(=O)[nH]c2c1	i

Additional results.
SMILES	CHT block
CCCCCCCC#Cc1ccccc1/C=N/S(=O)c1ccc(C)cc1 (centres undefined)	i
CN1CCN(C2Cc3ccccc3Sc3ccc(Cl)cc32)CC1 (centres undefined)	i
CC1CCCCN1C(=O)c1ccc(C(=O)Nc2ccc(F)cc2)cc1 (centres undefined)	-6.4*
O=C1CC(c2ccc(O)c(O)c2)Oc2c1ccc(O)c2O (centres undefined)	i
COc1ccc(C2C(C(=O)Nc3cccc(C)n3)c3ccccc3C(=O)N2C)cc1OC (centres undefined)	i
O=c1c2ccccc2[nH]c(=S)n1CCCN1CCN(C2CCCCC2)CC1	i
OCC[C@H]1C[C@H](O)[C@@H](O)[C@]2(Cc3ccccc3CO2)O1	i
Cc1ccsc1C(=O)NNC(=O)C1C2C=CC(C2)C1C(=O)O (centres undefined)	i
CCCCN1CCCCC1C(=O)Nc1c(C)cccc1C (centres undefined)	i
COc1cc(OC)c(/C=C2\C(=O)Nc3ccccc32)c(OC)c1	i
O=c1oc2cc(O)ccc2cc1-c1nc2c(s1)CCc1ccccc1-2	i
O=c1oc2cc(Br)ccc2n1CSC1=NCCS1	i
COc1ccccc1N1CCN(CCCCNC(=O)c2ccc3ccccc3c2)CC1	i
CCCCCCCNC(=O)C1(CC2CC(c3ccccc3)=NO2)CCN(C(=O)c2ccccc2)CC1 (centres undefined)	i
O=C(O)c1ccccc1-c1c2cc(I)c(=O)c(I)c-2oc2c(I)c(O)c(I)cc12	i
Cc1cc(O)c(C=O)c2c1C(=O)Oc1c(CO)c(O)c3c(c1O2)C(O)OC3=O (centres undefined)	i
CSc1nc2nccc(-c3ccc(Oc4ccccc4)cc3)n2n1	i
CCOC(=O)C1=C(C)NC2=C(C(=O)CC(c3ccc(OC)c(OC)c3)C2)C1c1ccc(C)o1 (centres undefined)	i
CCOc1ccc(NC(=O)CN2CCN(CC(=O)Nc3ccc4c(c3)OCCO4)CC2)cc1	i
OCC[C@H]1C[C@H](O)[C@@H](O)[C@@]2(Cc3ccccc3CCO2)O1	i

A different layout for 3 compounds above.
> O=C(O)c1ccccc1-c1c2cc(I)c(=O)c(I)c-2oc2c(I)c(O)c(I)cc12
- CHT block: i

> Cc1cc(O)c(C=O)c2c1C(=O)Oc1c(CO)c(O)c3c(c1O2)C(O)OC3=O (centres undefined)
- CHT block: i

> CSc1nc2nccc(-c3ccc(Oc4ccccc4)cc3)n2n1
- CHT block: i

The listing continues:
SMILES	CHT block
C[n+]1cccc(C(=O)[O-])c1	i
COc1ccc(N2CCN(C(c3cccc(OC)c3OC)c3nnnn3C3CCCC3)CC2)cc1 (centres undefined)	i
NC(=O)C(CC(=O)O)NC(=O)[C@@H]1CCCNc2c(I)cc([N+](=O)[O-])cc2C(=O)N[C@@H](CO)C(=O)N[C@@H](Cc2ccc(O)cc2)C(=O)N1 (some centres undefined)	i
CCC1OC(=O)C(C)C(OC2C[C@@](C)(OC)C(O)C(C)O2)C(C)C(O[C@@H]2OC(C)CC(N(C)C)C2O)[C@](C)(O)CC(C)C(=NOCOCCOC)C(C)C(O)[C@]1(C)O (some centres undefined)	i
O=C(NCCCN1CCOCC1)c1cccs1	i
COc1ccc(N2C(=O)CCC(C(=O)N(C)C3CCCCC3)C2c2ccc(OC)c(OC)c2)cc1 (centres undefined)	i
N#CC1=C(SCC(=O)c2ccc(Br)cc2)NC2=C(C(=O)CCC2)C1c1ccco1 (centres undefined)	i
CCN1C(=O)[C@H]2[C@@H](c3ccc(C)cc3)N3C(=O)N(c4cccc(Cl)c4)C(=O)[C@@]3(C)[C@H]2C1=O	i
CCCCCCNc1cc2n(c(=O)n1)CCc1cc(OC)c(OC)cc1-2	i
Cn1c(=O)n(CC(=O)NC2CCCCC2)c(=O)c2ccccc21	i
O=C1c2ccccc2C(=O)N1c1cccc(-c2csc(Nc3ccc4c(c3)OCO4)n2)c1	i
COc1ccc(C2CC(=O)Nc3ccccc3S2(=O)=O)cc1OC (centres undefined)	i
COc1cc(NC(=O)CSc2nnc(-c3ccncc3)n2C2CCCCC2)ccc1NC(=O)c1ccco1	i
COc1ccc2c(c1)C(=O)N1[C@H]3c4cc(C)ccc4OC[C@@H]3[C@H](c3ccccc3)[C@]1(C)C(=O)N2	i
COc1ccc(C)cc1NC(=O)CN1CCN(S(=O)(=O)c2ccc(Br)cc2)CC1	i
CCCCc1cc(=O)oc2cc(C)cc(OCc3nn[nH]n3)c12	i
C#CCOCCOCCOCCNc1nc(N2CCN(C(=O)CCCCCCCCCCNC(=O)[C@H]([C@@H](C)CC)n3cc(CCCCCN)nn3)CC2)nc(N2CCN(C(=O)CCCCCCCCCCNC(=O)[C@@H]([C@H](C)O)n3cc(C)nn3)CC2)n1	i
CCCNC(C)(C)COC(=O)c1ccccc1	i
Cc1noc(C)c1CSc1nc2cc(S(=O)(=O)N3CCOCC3)ccc2o1	i
NC(=O)c1ccc(C2SCC(=O)N2Cc2ccccc2)cc1 (centres undefined)	-6.3*
CNCC[C@H](Oc1ccc(C(F)(F)F)cc1)c1ccccc1	i
Cc1ccc(S(=O)(=O)N2[C@@H](c3ccc(Cl)cc3)C(C(=O)O)=CC[C@H]2c2ccc(C(C)C)cc2)cc1	i
C#CCOCCOCCOCCNc1nc(N2CCN(C(=O)CCCCCCCCCCNC(=O)[C@H](CCCCN)n3cc(C)nn3)CC2)nc(N2CCN(C(=O)CCCCCCCCCCNC(=O)[C@H](CO)n3cc(CCCSC)nn3)CC2)n1	i
Cc1cc(C)cc(NC(=O)CSc2nnc(Cn3c(=O)sc4ccccc43)n2C)c1	i
CCCCSc1nc(C)c(CC(=O)OC)c(=O)[nH]1	i
CC(=O)c1ccc2c(c1)N(CCCN1CCC(CCO)CC1)c1ccccc1S2	i
CC(=O)N[C@@H](CC(=O)O)C(=O)O	i
COc1cc(OC)c(-c2c3cc(O)c(=O)cc-3oc3cc(O)c(O)cc23)cc1OC	i
Cc1ccc2nc(Nc3ccccc3)c(/C=N/O)c(=O)n2c1	i
Cc1ccc(Cn2c(N3CCCCCC3)nc3c2c(=O)[nH]c(=O)n3C)cc1	i

Entries above that have a COOH group, in the order listed:
SMILES	CHT block
CCCCC/C=C\C/C=C\C/C=C\CCCCC(=O)O	i
O=C(O)C1CC(=O)N(Cc2ccc(F)cc2)C1 (centres undefined)	i
CC(=O)[C@H]1[C@H]([C@H](O)[C@H](O)CO)O[C@](O)(C(=O)O)C[C@@H]1O	i
Nc1ccc(C(=O)NCC(=O)O)cc1	i
Cc1ccsc1C(=O)NNC(=O)C1C2C=CC(C2)C1C(=O)O (centres undefined)	i
O=C(O)c1ccccc1-c1c2cc(I)c(=O)c(I)c-2oc2c(I)c(O)c(I)cc12	i
NC(=O)C(CC(=O)O)NC(=O)[C@@H]1CCCNc2c(I)cc([N+](=O)[O-])cc2C(=O)N[C@@H](CO)C(=O)N[C@@H](Cc2ccc(O)cc2)C(=O)N1 (some centres undefined)	i
Cc1ccc(S(=O)(=O)N2[C@@H](c3ccc(Cl)cc3)C(C(=O)O)=CC[C@H]2c2ccc(C(C)C)cc2)cc1	i
CC(=O)N[C@@H](CC(=O)O)C(=O)O	i

(next part)
SMILES	CHT block
CN(C)C1=NC[C@H](Cc2ccccc2)N1CCC1CCCC1	i
CCSc1ccc(-c2nn(-c3ccccc3)cc2/C=C(/C#N)C(=O)NCCCOC)cc1	i
Fc1ccc(CSc2ncnc3c2oc2ccccc23)cc1	i
Cc1ccc(S(=O)(=O)N2[C@@H](c3ccccc3)C(C(=O)O)=CC[C@H]2c2ccc(Cl)c(Cl)c2)cc1	i
OCC[C@H]1C[C@@H](O)[C@H](O)[C@]2(CCc3ccccc3O2)O1	i
CCOC(=O)NC1(NCc2ccccc2)Oc2ccccc2O1	i
CC(C)CNC(=O)CCc1c[nH]c2ccccc12	i
C/C(Cl)=C\Cn1c(N2CCCCCC2)nc2c1c(=O)n(C)c(=O)n2C	i
N#Cc1c(-c2ccccc2Cl)cc(C2CC2)nc1N	i
CCOC(=O)C1CCN(Cc2ccc(F)cc2)CC1	i

Entries listed so far printed as active in CHT block.
SMILES	CHT block
CC1CCCCN1C(=O)c1ccc(C(=O)Nc2ccc(F)cc2)cc1 (centres undefined)	-6.4*
NC(=O)c1ccc(C2SCC(=O)N2Cc2ccccc2)cc1 (centres undefined)	-6.3*

Carrying on:
SMILES	CHT block
CC1=C(C)C(=O)N(c2ccccn2)C1=O	i
O=C(Cc1cscn1)c1ccc(O)cc1O	i
Cc1ccccc1N1CCN(S(=O)(=O)C[C@]23CCC(CC2NC(=O)[C@@H](N)CCS(C)(=O)=O)C3(C)C)CC1 (some centres undefined)	i
Nc1ccccc1S(N)(=O)=O	i
COc1ccc(CCNC(=O)c2ccc3nc(-c4ccco4)c(-c4ccco4)nc3c2)cc1OC	i
COc1cccc(CNc2ccc(N3CCCCC3)cc2)c1OC	-15*
Nc1ncnc2c1ncn2C1CCCO1 (centres undefined)	i
COc1ccccc1-n1cnc2cc(C(=O)NCc3ccco3)ccc21	i
COc1ccc(C(=O)CN(CCC(=O)O)S(=O)(=O)c2ccc([N+](=O)[O-])cc2)cc1	i
CCC(C)[C@H](NC(=O)N1CCN(C)CC1)C(=O)OC (some centres undefined)	i
COc1cc(CC(=O)NCCc2ccc(OCc3ccccc3)cc2)c([N+](=O)[O-])cc1OC	i
O=C(c1ccc(F)cc1)N1CCCC(c2nc(-c3ccncc3)no2)C1 (centres undefined)	i
